From PubChem
FBW7 act: human FBW7 E3 ligase activation, primary screen. AlphaScreen FBW7–phospho-cyclin E peptide binding, activator screen. normalized activity (activation), % at 26.1 µM. 650,000 tested, 0.13% active. AID 1259310; in the data active = normalized activity above about 1.9%;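 also: purified mutant Fbw7 with reduced substrate affinity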
TEAD-YAP block: TEAD-YAP interaction inhibition; 640,000 tested, 1.4% active; HEK-TIYL cells, TEAD-Gal4/YAP UAS-luciferase luminescence; inhibition, % at 9.12 µM; in the data active = inhibition above about 32%;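 also: 0% = median of test compound wells and 100% = reference inhibitor wells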
GPR151 activ: activators of human GPR151; 650,000 tested, 1% active; activation, % at 11.2 µM; PathHunter beta-arrestin GPR151 cells, luminescence; AID 1508602; Q8TDV0; in the data active = activation above about 4.9%;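 also: 0% = median of compound wells and 100% = cells with positive control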
Target sequence (Q8TDV0 whole entry, looked up): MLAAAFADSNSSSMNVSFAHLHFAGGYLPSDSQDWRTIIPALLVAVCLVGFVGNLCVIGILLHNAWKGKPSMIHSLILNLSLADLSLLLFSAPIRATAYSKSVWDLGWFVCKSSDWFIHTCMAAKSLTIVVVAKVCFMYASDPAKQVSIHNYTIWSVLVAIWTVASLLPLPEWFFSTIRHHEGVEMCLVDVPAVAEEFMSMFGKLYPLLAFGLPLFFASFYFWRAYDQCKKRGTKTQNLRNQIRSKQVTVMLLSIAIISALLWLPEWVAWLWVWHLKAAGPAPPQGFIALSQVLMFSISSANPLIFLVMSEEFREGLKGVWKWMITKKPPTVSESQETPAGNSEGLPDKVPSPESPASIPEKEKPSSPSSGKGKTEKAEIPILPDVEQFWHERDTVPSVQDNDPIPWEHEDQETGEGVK
MITF primary: blocks human microphthalmia-associated transcription factor; AID 1259374; inhibition, % at 2.6 µM; O75030; 650,000 tested, 0.91% active; AlphaScreen MITF homodimerization, bead proximity signal; in the data active = inhibition above about 50%;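 also: 0% = vehicle wells with protein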
Target sequence (O75030 whole entry, looked up): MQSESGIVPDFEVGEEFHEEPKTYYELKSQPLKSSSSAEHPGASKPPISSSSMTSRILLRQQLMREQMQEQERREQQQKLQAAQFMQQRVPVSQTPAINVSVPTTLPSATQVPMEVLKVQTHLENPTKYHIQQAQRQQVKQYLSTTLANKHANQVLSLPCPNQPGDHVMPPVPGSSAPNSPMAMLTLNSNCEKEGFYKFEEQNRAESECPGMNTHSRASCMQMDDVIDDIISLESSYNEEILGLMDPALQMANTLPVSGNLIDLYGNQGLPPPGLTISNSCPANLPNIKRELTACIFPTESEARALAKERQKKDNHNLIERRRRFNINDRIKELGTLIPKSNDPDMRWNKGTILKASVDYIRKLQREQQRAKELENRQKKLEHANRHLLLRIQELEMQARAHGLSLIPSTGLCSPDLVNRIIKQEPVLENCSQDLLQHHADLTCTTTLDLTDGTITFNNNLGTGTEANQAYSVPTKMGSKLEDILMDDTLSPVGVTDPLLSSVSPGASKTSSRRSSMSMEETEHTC
* = called active by the depositor.

Compound,FBW7 act,TEAD-YAP block,GPR151 activ,MITF primary
Cc1c(C(=O)Nc2ccc(F)cc2)sc2ncn(CC(=O)N3CCN(c4ccccn4)CC3)c(=O)c12,0.6,-1,-1.1,-3
Cc1cccc(C)c1NC(=O)C1(N(C(=O)Cn2nnnc2N)c2ccccc2)CCCCC1,-0.2,-2,-0.1,-3
CCC(C)N(C(=O)COC(=O)/C=C/c1ccc(O)c(OC)c1)C1CCS(=O)(=O)C1 (configuration not stated),0.1,-7,-0.3,20
O=C(c1cc(F)c(F)cc1Cl)N1CCN(c2cc(N3CCCCC3)c(F)cc2[N+](=O)[O-])CC1,-0.4,7,-0.9,-2
Cn1c(=NC(=O)CCSc2ccccc2)sc2cc(S(C)(=O)=O)ccc21,0.0,4,1.6,3
O=C(CNCc1ccc(Cl)cc1)Nc1cccc(C(=O)O)c1,-0.2,-9,-0.4,2
COCc1cc(C)nc(NNC(=S)Nc2ccccc2)c1C#N,0.4,-25,2.2,19
COc1ccc(OC)c(N(CC(=O)Nc2ccc(Cl)cc2C)S(=O)(=O)c2ccccc2)c1,-0.1,0,-0.4,12
Cc1cc(C)nc(SCc2cc(=O)c(OC(=O)c3ccco3)co2)n1,0.1,-20,-0.2,-3
O=[N+]([O-])c1ccc(NS(=O)(=O)N2CCOCC2)cc1,0.1,2,-0.4,9
O=C1CCCN1CCCn1c(=S)[nH]c2cc(C(=O)N3CCC4(CC3)OCCO4)ccc2c1=O,0.1,-5,-0.2,11
COc1ccccc1C(=O)NNC(=O)COc1ccc(Cl)cc1Br,0.2,-9,-1.3,7
O=C(CSc1nnc(-c2ccc3c(c2)OCO3)o1)OCC(=O)c1c[nH]c2ccccc12,0.0,0,1.7,2
N#Cc1c(-c2ccc(Cl)cc2)c(C#N)c2ccccn2c1=O,0.0,-2,0.9,10
CCc1nnc(NC(=O)CCNS(=O)(=O)c2cc(Br)cnc2N)s1,0.4,20,-0.3,10
COc1ccc2nc(C)c(C(N)=O)cc2c1,0.4,14,-1.0,8
O=C(CNC(=O)c1ccccc1)N/N=C\c1ccc(O)cc1,0.0,-17,0.3,-5
O=C(O)c1cc2c(s1)-c1ccccc1OC2,0.6,0,-0.7,-6
COc1ccc(Nc2nc(N)nc(CN3CCC(C(N)=O)CC3)n2)cc1,-0.1,0,-0.1,-9
CCOc1ccc(S(=O)(=O)NCc2ccc3c(c2)OCO3)cc1C(=O)O,0.5,-3,-0.2,9
COc1ccc(C(C[N+](=O)[O-])c2c(-c3ccccc3)n(O)c3ccccc23)c(OC)c1 (configuration not stated),0.1,-5,0.9,11
CCOC(=O)CSc1nc2cc(C(=O)N(CC)CC)ccc2c(=O)n1-c1ccccc1,0.0,15,-0.7,-11
COCCn1c(C)c(C)n2c3c(=O)n(Cc4ccccc4)c(=O)n(C)c3nc12,0.2,-1,0.9,8
CCN(CC)CC#CC(O)(c1ccccc1)C1CCCCC1 (configuration not stated),0.2,5,-2.2,11
COc1cc(NC(=S)NN2CCN(C)CC2)c(OC)cc1Cl,-0.1,4,-1.1,8
COc1ccc(S(=O)(=O)N2CCC(C(=O)N(C)Cc3ccccc3)CC2)cc1Cl,0.1,9,0.2,0
COc1ccc(Nc2nc(-c3ccc(OC)cc3)c(CCC(=O)O)s2)cc1,0.1,3,-1.6,5
Fc1ccc(Nc2nc3nonc3nc2N/N=C/c2cn[nH]c2-c2ccccc2)cc1,0.3,11,0.0,3
CCN(CC)C(=O)CSc1nc2ccccc2n1S(=O)(=O)c1cccc([N+](=O)[O-])c1,0.1,-13,1.0,9
CCC(Oc1ccccc1)C(=O)Nc1sc(C)c(C)c1C#N (configuration not stated),0.2,-2,0.9,6
COc1ccc(CCNC(=O)c2cnc(-c3ccc(OC)cc3)s2)cc1,-0.1,-8,-2.4,-6
Cc1cc(C)c(C(=O)Nc2ccc3c(c2)OCCO3)c(C)c1,-0.1,-8,-0.3,-3
CC(C)[C@@H](Cn1nc(-c2cccs2)ccc1=O)NC(=O)c1ccc2nsnc2c1,0.0,4,-0.1,0
Cc1ccnc(NS(=O)(=O)c2ccc(NC(=O)c3csc4c3CCCC4)cc2)n1,-0.1,0,0.0,2
O=C1c2ccc(-c3nc4ccccc4c(=O)o3)cc2C(=O)N1c1ccc2c(c1)OCO2,0.1,0,-0.4,-8
CCOc1ccc(C2Nc3ccccc3C(=O)N2c2ccc(C)c(Cl)c2)cc1 (configuration not stated),0.1,-84,-0.3,4
CCCNC(=S)Nc1ccc(OCC)cc1,0.3,-5,0.2,20
Cc1nc2sc(C(c3ccc(Cl)c(Cl)c3)N3CCN(CCO)CC3)c(O)n2n1 (configuration not stated),-0.1,-3,3.3,-14
COc1ccccc1NC(=O)c1ccc([N+](=O)[O-])o1,-0.1,-2,-1.5,10
COc1ccc(Nc2nc(Cl)nc(Nc3cccc([N+](=O)[O-])c3)n2)cc1,-0.2,-1,-2.6,5
c1cc(-c2nc3ccc(Cc4ccc5nc(-c6ccncc6)[nH]c5c4)cc3[nH]2)ccn1,0.5,9,1.8,10
CCCNc1ccc2ncc(-c3ccc(N4CCOCC4)cc3)n2n1,-0.2,10,0.4,8
O=C(O)c1cc(-c2ccc(/C=C3\SC(=NCc4ccccc4)N(Cc4ccccc4)C3=O)o2)ccc1Cl,0.1,-13,-1.5,7
COc1ccc(CN2CCCC(O)C2)cc1Br (configuration not stated),0.5,0,0.6,18
Cc1cc(C)nc(/N=C/c2nc(-c3ccc(Br)cc3)oc2O)c1,0.0,8,-1.8,13
CCN(CC)c1ccc(NC(=O)Cn2c(=O)oc3ccccc32)c(C)c1,0.0,7,-1.2,6
Cn1cc(S(=O)(=O)Nc2ccc(Cl)cc2)c(=O)n(C)c1=O,0.1,4,-0.4,-2
COc1ccc(NC(=O)c2c(OC)cccc2OC)c(OC)c1,0.0,-2,0.1,17
Cc1ccc(NC(=S)N2CCN(c3ccc(F)cc3)CC2)cc1,-0.2,11,0.3,2
CC(C)(NC=O)C(=O)NC(/C=C/c1ccc(Cl)cc1Cl)C(C)(C)C (configuration not stated),0.5,2,-1.3,11
CC(C)C(=O)NC(NC(=S)Nc1cccc(C(=O)O)c1)C(Cl)(Cl)Cl (configuration not stated),0.7,-15,0.5,11
COc1ccc(OC(=O)C2CCN(S(=O)(=O)c3cccc4nsnc34)CC2)cc1,0.6,-9,-0.2,21
Cc1cc(C)n(NC2=CC(=O)CC(C)(C)C2)c(=O)c1C#N,-0.1,2,2.1,12
CCOCCOC(=O)C1=C(C)NC(=O)NC1c1ccccc1OC (configuration not stated),0.0,6,0.3,7
Cc1c(C(=O)Nc2ccc(-c3nn4c(C)nnc4s3)cc2)cccc1[N+](=O)[O-],-0.1,2,1.3,-5
CC1=C(C(=O)OCCc2ccccc2)C(c2cc3c(cc2Br)OCO3)NC(=O)N1C (configuration not stated),0.0,3,-0.4,3
N#CC(C#N)=c1s/c(=C/c2cccs2)c(=O)n1-c1ccc(F)cc1,0.0,-21,0.4,-4
COc1ccc(-c2nn(-c3ccccc3)cc2C2C(C(=O)OC(C)C)=C(C)NC(C)=C2C(=O)OC(C)C)cc1Cl,0.0,-7,-1.0,3
Cc1n[nH]c(=O)nc1N/N=C/c1ccc(O)cc1,-0.3,4,-8.0,9
CC(=O)Nc1cccc(NC(=O)Nc2cccc([N+](=O)[O-])c2)c1,0.0,-1,2.9,11

Going on with the list:
Compound,FBW7 act,TEAD-YAP block,GPR151 activ,MITF primary
CN1CCN(C(=S)c2ccc(N(C)C)cc2)CC1,0.0,-3,-0.4,3
COc1cc(NC(=O)Nc2ccc3c(c2)N(C(=O)c2ccccc2)CCC3)cc(OC)c1OC,-0.3,0,3.1,-7
COc1ccc(S(=O)(=O)NCCc2ccccc2)cc1,0.6,6,0.0,20
CCC1SC(CC)C(=O)N(CC(=O)Nc2cc(Cl)ccc2OC)C1=O (configuration not stated),-0.1,2,-1.4,-9
O=C(NCc1cccs1)N1CCN(c2nc3ccccc3[nH]2)CC1,-0.2,1,0.2,13
CCCSc1nnc2c(n1)[nH]c1c(C)cccc12,0.0,-8,-0.5,3
COc1ccccc1N1CCN(C(CNS(C)(=O)=O)c2cccnc2)CC1 (configuration not stated),-0.1,0,-0.7,3
Cc1cc(C)c(NC(=O)CSc2nc3ccc(NC(=O)c4cccc5ccccc45)cc3s2)c(C)c1,-0.2,4,1.5,4
CC(=O)Oc1ccc(C(=O)NCC(=O)O)cc1,-0.5,-4,-0.3,-10
Cc1cccc(C(=O)N[C@H]2C[C@H]3C(=O)N[C@H](C)C(=O)N3C2)c1,1.0,-4,-1.3,8
COc1ccc(C)cc1NC(=O)C(=O)Nc1ccc2nc3n(c(=O)c2c1)CCCCC3,0.0,0,0.2,1
CC(C)OC(=O)CSc1nnc(-c2cnccn2)n1C,-0.2,4,0.4,0
OCCCN=c1cc(-c2ccccc2)oc2ccc(Cl)cc12,-0.1,21,0.7,7
CCc1cc2cc3c(cc2nc1SCC(=O)Nc1nccs1)OCCO3,-0.1,3,-1.3,8
CCc1c(C)nc2nncn2c1Nc1ccccc1,-0.2,0,0.3,1
CN(C(=O)C(=O)Nc1ccc2nc3n(c(=O)c2c1)CCCCC3)C1CCCCC1,0.3,6,0.4,1
CCn1c2ccccc2c2cc(NC(=O)Cc3cccs3)ccc21,-0.1,3,0.5,-7
CCSC1=C(C#N)C(c2ccc(Cl)cc2)CC(=O)N1 (configuration not stated),0.0,-2,-0.1,4
Cc1cc2nc(CN(C)C(=O)CCC3(Cc4ccco4)CCC(=O)N3)[nH]c2cc1C (configuration not stated),0.2,-5,-0.4,-5
O=C(NCCc1c[nH]c2ccccc12)c1cc2ccccc2o1,0.5,-16,-0.9,7

Profiles as entered above. Values in the order: FBW7 act	TEAD-YAP block	GPR151 activ	MITF primary
COc1ccc(S(=O)(=O)NCCc2ccccc2)cc1 is listed with 0.6	6	0.0	20
COc1ccc(C)cc1NC(=O)C(=O)Nc1ccc2nc3n(c(=O)c2c1)CCCCC3 is listed with 0.0	0	0.2	1
COc1ccccc1N1CCN(C(CNS(C)(=O)=O)c2cccnc2)CC1 (configuration not stated) is listed with -0.1	0	-0.7	3

Going on with the list.
Compound,FBW7 act,TEAD-YAP block,GPR151 activ,MITF primary
COc1ccccc1N1CCN(C(=O)c2c(-c3ccccc3)noc2C)CC1,-0.2,44*,2.1,-4
CC1CCCC(C)N1Cc1c(O)ccc2c(-c3ccccc3)cc(=O)oc12 (configuration not stated),0.3,2,1.2,-7
COc1ccc(C(=O)COC(=O)c2cccc(I)c2)cc1,0.1,-7,-0.2,-1
CC(=O)Nc1ccc(C2C3=C(Nc4c2c(=O)[nH]c(=O)n4C)c2ccccc2C3=O)cc1 (configuration not stated),0.0,-23,-0.6,8
CC(C)(C)c1ccc(C2=N/C(=C\c3c(Cl)cccc3Cl)C(=O)O2)cc1,0.2,-2,-0.6,8
CCCN1CCN(C(=O)c2sc3ncnc(N(CC)CC)c3c2C)CC1,0.0,3,0.7,7
Oc1ccc(-c2cn3c(n2)SCC3)cc1,0.3,3,3.3,8
CCn1cc(C(=O)O)c(=O)c2cc([N+](=O)[O-])ccc21,-0.1,4,1.0,7
CCOC(=O)c1c(NC(=O)c2cccc([N+](=O)[O-])c2)sc(C(=O)Nc2ccc(C)c(Cl)c2)c1C,0.1,-8,-0.7,11
Nc1ccccc1C(=O)N/N=C/c1ccc(Cl)cc1,-0.1,-8,2.1,10
COc1ccc(NC(=O)Cc2c(C(=O)O)[nH]c3ccccc23)cc1OC,0.7,4,-1.2,-7
COc1cccc(C2=N/C(=C\c3ccccc3OC)C(=O)N2c2ccc(Cl)c([N+](=O)[O-])c2)c1,0.2,2,0.5,36
CSCC[C@H](NC(=O)c1ccccc1[N+](=O)[O-])c1nc2ccccc2[nH]1,-0.1,-3,-1.4,-2
COCCn1c(SCC(=O)Nc2ccc(OC)cc2)nnc1-c1c[nH]c2ccccc12,0.4,8,0.8,6
CCOC(=O)N1CCN(C(=O)C2CCN(Cc3ccccc3O)CC2)CC1,-0.1,0,0.6,17
COc1cccc(NC(=O)c2sc3ncnc(N4CCN(c5ccccc5F)CC4)c3c2C)c1,-0.3,-14,1.0,0
CC(C)=C1C2C=CC1C1C(=O)N(c3cccc(C(=O)O)c3)C(=O)C21 (configuration not stated),-0.1,-6,0.4,-3
CCc1ccc(Nc2ncnc3c2c(-c2ccccc2)cn3-c2ccc(C)c(Cl)c2)cc1,0.5,0,-1.3,3
CN(C)CCN(Cc1cccs1)C(=S)Nc1ccccc1Cl,0.2,-4,-0.4,-13
COC(=O)c1cccc(Nc2nnc(C)c(=O)[nH]2)c1,0.0,-6,1.2,-1
CN1/C(=C\C(=O)COC(=O)COc2ccc(C#N)cc2)C(C)(C)c2ccccc21,0.2,-6,0.1,9

An excerpt from above in order of formula weight, falling.
Compound,FBW7 act,TEAD-YAP block,GPR151 activ,MITF primary
COc1cccc(C2=N/C(=C\c3ccccc3OC)C(=O)N2c2ccc(Cl)c([N+](=O)[O-])c2)c1,0.2,2,0.5,36
CC(=O)Nc1ccc(C2C3=C(Nc4c2c(=O)[nH]c(=O)n4C)c2ccccc2C3=O)cc1 (configuration not stated),0.0,-23,-0.6,8
Nc1ccccc1C(=O)N/N=C/c1ccc(Cl)cc1,-0.1,-8,2.1,10
